VLA-4 inh: inhibition in a human VLA-4 binding assay. P13612. 0.2% of 330,000 active. VLA-4 expressing cells, ligand binding flow cytometry. inhibition, % (about 7 µM as worked out from the volumes in the protocol); in the data active = inhibition above about 50%
MEX-5 binding: C. elegans MEX-5 TCR-2 RNA binding activity. MEX-5/FITC-TCR2 RNA binding, fluorescence polarization; stronger effect = lower value. 0.38% of 300,000 active. activity score (negative = inhibition of binding), % at 10 µM. Q9XUB2;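 active = inhibition past about -25% in most replicates, and total fluorescence under double the plate's negative control median, limit read from the data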;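 also: 0% = DMSO and -100% = 5 µM competing unlabeled TCR2 RNA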
Target sequence (Q9XUB2 whole entry, looked up): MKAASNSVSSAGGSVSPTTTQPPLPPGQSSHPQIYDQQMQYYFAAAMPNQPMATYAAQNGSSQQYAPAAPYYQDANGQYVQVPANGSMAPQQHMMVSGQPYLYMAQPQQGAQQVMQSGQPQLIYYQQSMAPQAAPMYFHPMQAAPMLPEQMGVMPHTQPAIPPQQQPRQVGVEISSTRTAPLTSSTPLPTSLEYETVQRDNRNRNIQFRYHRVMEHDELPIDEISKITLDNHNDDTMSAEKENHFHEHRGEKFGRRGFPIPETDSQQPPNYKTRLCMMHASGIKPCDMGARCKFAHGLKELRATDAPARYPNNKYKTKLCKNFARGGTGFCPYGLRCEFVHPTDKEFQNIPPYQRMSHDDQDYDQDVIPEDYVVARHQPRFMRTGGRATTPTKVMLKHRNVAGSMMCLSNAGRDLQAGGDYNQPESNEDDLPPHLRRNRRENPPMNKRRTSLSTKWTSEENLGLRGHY
MCL1 BIM primary: inhibitors of human MCL1 binding to BIM-BH3 peptide; Q07820; 0.68% of 320,000 active; inhibition, % at 10.9 µM; GST-MCL1 / FITC-Bim-BH3 fluorescence polarization;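 active = inhibition above the mean inhibition of all tested compounds plus 3 SD, set per campaign, cut at about 40% in these data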;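 also: 0% = DMSO wells and 100% = unlabeled Bim-BH3 peptide control; higher means more loss of mP so more displacement of Bim peptide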
Target sequence (Q07820 whole entry, looked up): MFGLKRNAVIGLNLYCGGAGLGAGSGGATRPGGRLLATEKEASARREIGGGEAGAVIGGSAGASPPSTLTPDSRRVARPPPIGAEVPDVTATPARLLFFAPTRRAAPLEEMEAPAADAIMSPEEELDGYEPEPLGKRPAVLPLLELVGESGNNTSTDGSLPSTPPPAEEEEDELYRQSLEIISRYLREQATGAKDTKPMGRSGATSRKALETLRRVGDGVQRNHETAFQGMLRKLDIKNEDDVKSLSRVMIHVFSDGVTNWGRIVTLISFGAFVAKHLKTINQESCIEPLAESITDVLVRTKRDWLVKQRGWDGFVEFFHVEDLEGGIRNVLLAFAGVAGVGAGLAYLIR
CIT2 TOR yeast: yeast TOR pathway CIT2-GFP modulation. S. cerevisiae CIT2-GFP strain, flow cytometry, 3 h; 100 means same as DMSO wells. 0.065% of 320,000 active. GFP response vs DMSO, % at 10 µM;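 active = GFP response relative to DMSO above a set limit, near the screen mean plus 3 SD, cut at about 150% in these data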;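 also: ratio of well median GFP fluorescence to mean of DMSO wells on the plate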
BCLXL inh: Bcl-xL (human) inhibition; Q07817; GST-Bcl-xL / FITC-Bim BH3 peptide fluorescence polarization; inhibition, % at 10.9 µM; 0.7% of 320,000 active; AID 2129;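 active = inhibition above the mean of all tested compounds plus 3 SD, cutoff set per campaign, cut at about 30% in these data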;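 also: 0% = DMSO wells and 100% = unlabeled Bim-BH3 peptide competitor; inhibitors lower millipolarization by displacing the labeled peptide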
Target sequence (Q07817 whole entry, looked up): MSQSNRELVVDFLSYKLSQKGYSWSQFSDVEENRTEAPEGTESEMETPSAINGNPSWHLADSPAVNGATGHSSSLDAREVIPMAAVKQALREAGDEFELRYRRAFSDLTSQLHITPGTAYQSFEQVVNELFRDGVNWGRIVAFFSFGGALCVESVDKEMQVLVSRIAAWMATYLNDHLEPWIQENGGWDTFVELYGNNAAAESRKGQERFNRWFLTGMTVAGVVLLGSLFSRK
AGP1 TOR yeast: yeast TOR pathway AGP1-GFP modulation. 0.02% of 320,000 active. GFP response vs DMSO, % at 10 µM. S. cerevisiae AGP1-GFP multiplex flow cytometry, 3 h; GFP as percent of DMSO wells;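 active = GFP response relative to DMSO above a set limit, near screen average plus 3 SD, cut at about 150% in these data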;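 also: median GFP channel fluorescence of the gated AGP1 strain per well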
GRK2 aptamer HTS: inhibitors of human GRK2 displacing RNA aptamer; bead flow cytometry, FAM-aptamer displacement from GRK2; inhibition of aptamer binding, % at 10 µM; 0.59% of 330,000 active;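 active = inhibition of aptamer binding above 40%, roughly 3 SD of noise, on plates passing a quality check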;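 also: median bead fluorescence of bound FAM aptamer so fluorescent compounds give negative values; no value below 0 was filed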
GLD-1 TGE inh: GLD-1-TGE RNA interaction inhibition (C. elegans). 0.44% of 320,000 active. purified GLD-1 + fluorescein TGE RNA, fluorescence polarization. Q17339. AID 2280. inhibition, % at 5.96 µM;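 active = percent inhibition above a per-plate cutoff, the plate mean of test compounds plus 3 SD, cut at about 30% in these data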;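 also: 0% = DMSO wells with GLD-1 and probe and 100% = wells lacking GLD-1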
Fam108B inh: counter-screen for RBBP9 inhibitors: inhibitors of mouse Fam108B; recombinant Fam108B, FP-Rh probe fluorescence polarization; inhibition, % at 9.51 µM; 0.33% of 300,000 active;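 active = inhibition above the screen mean inhibition plus 3 SD, computed separately per campaign, cut at about 18% in these data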;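 also: inhibitors lower polarization as less probe binds the enzyme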
Active calls of the source: *; nt = no result given.

SMILES | VLA-4 inh | MEX-5 binding | MCL1 BIM primary | CIT2 TOR yeast | BCLXL inh | AGP1 TOR yeast | GRK2 aptamer HTS | GLD-1 TGE inh | Fam108B inh
CCCC(=O)N(Cc1cc(=O)[nH]c2ccccc12)c1ccc(C)cc1C | 5 | -3.1 | nt | 100 | nt | 102 | 1 | nt | nt
COc1ccccc1NS(=O)(=O)c1cccs1 | 0 | -3.0 | -3 | 113 | 1 | 92 | 0 | 1 | 0
CCCCNC(=O)NC12CC3CC(CC(C3)C1)C2 | 1 | 2.8 | 4 | 93 | 4 | 94 | 0 | 4 | -2
CN(C)CCNC(=O)c1csc(Nc2cccc3ccccc23)n1 | 14 | -0.6 | -1 | 105 | -4 | 105 | 3 | -7 | 0
CCCCOc1ccc(-c2nnc(-c3cc[n+](C)cc3)o2)cc1 | 12 | 0.4 | 2 | 93 | 2 | 94 | 0 | -1 | 3
Cc1nn(C2CCCCC2)c(N)c1-c1ccccc1 | 2 | -1.6 | 5 | 88 | 6 | 87 | 1 | 0 | -2
CSc1ccc(-c2nc(CN3CCCCC3c3cccnc3)c(C)o2)cc1 (centres undefined) | 2 | 0.6 | 8 | 104 | 4 | 98 | 17 | -1 | -1
CC(C)c1ccc(-c2cc(C(=O)N3CCOCC3)c3cc(Br)ccc3n2)cc1 | 7 | -0.2 | 9 | 92 | 7 | 95 | 31 | -1 | -3
O=C(CC1C(=O)NCCN1Cc1ccc(F)cc1)NCCN1CCCc2ccccc21 (centres undefined) | 11 | -2.1 | 5 | 101 | 13 | 105 | 0 | 9 | 3
CCOC(=O)C(=O)/C(C#N)=C/Nc1ccc(F)cc1 | -15 | 1.2 | 2 | 101 | -2 | 94 | 2 | 3 | -4
CC(C)/C=C/CN1CCCC(N2CCN(c3cccc(Cl)c3)CC2)C1 (centres undefined) | -5 | 2.5 | nt | 103 | nt | 103 | 0 | nt | nt
COc1ccc(-c2csc(NC(=O)CSCC(=O)Nc3cc(C)on3)n2)c(OC)c1 | -3 | 0.5 | 2 | 90 | 2 | 102 | 1 | 0 | 3
CC(C)c1ccc(/C=C2\SC(N3CCOCC3)=NC2=O)cc1 | 16 | -6.9 | 10 | 99 | 7 | 101 | 2 | 3 | -2
COCCN1C(=O)N[C@@H](c2cccc(C(F)(F)F)c2)[C@@H](C(=O)OC)[C@H]1C | 4 | 0.1 | 10 | 121 | 5 | 97 | 0 | -3 | -3
COc1ccc(NC(=O)CC(C)n2ccnc2)cc1 (centres undefined) | 15 | -2.3 | -1 | 108 | 1 | 113 | 0 | 3 | 1
Cc1c(OCC(=O)NCc2ccncc2)ccc2c3c(c(=O)oc12)CCCC3 | 5 | -2.6 | 2 | 100 | 0 | 95 | 0 | -4 | -1
O=C(Cn1nnc(-c2ccccc2-n2cnnn2)n1)c1ccccc1 | -3 | -1.0 | 6 | 95 | -2 | 98 | 0 | 4 | -3
COc1ccc(-n2c(SC(C)C(=O)Nc3ncc(Cl)cc3Cl)nc3ccccc32)cc1 (centres undefined) | 25 | 3.4 | -1 | 98 | -2 | 99 | 1 | 8 | -8
COc1ccc(/C=C/C(=O)NC(=S)Nc2ccc(S(N)(=O)=O)cc2)cc1OC | -9 | -1.1 | 19 | 114 | 6 | 106 | 1 | -4 | -15
CCOC(=O)CN(C(=O)CNC(=O)c1cccs1)C(C(=O)NC1CCCCC1)c1cccs1 (centres undefined) | -11 | 1.0 | 7 | 100 | 6 | 99 | 1 | 10 | -3
O=C(CN1C(=O)NC(c2ccccc2)(c2ccccc2)C1=O)NCc1ccccc1 | 5 | nt | -2 | 99 | 2 | 100 | 1 | -1 | nt
COc1ccccc1CN1CCN(Cc2ccco2)CC1 | -30 | 0.4 | 3 | 77 | 3 | 68 | 0 | -7 | -2
CC1CN(S(=O)(=O)c2cccc(C(=O)OCCOc3ccccc3)c2)CC(C)O1 (centres undefined) | 4 | nt | 15 | 102 | 5 | 108 | 4 | -2 | nt
O=C(CN1C(=O)NC2(CCCC2)C1=O)Nc1nc2ccccc2[nH]1 | -11 | -0.7 | -4 | 98 | 2 | 104 | 2 | 10 | -1
O=C(OCC(=O)N1CCCC1)c1cc(Br)ccc1Cl | 10 | 0.7 | -9 | 81 | -4 | 92 | 0 | 4 | 1

The results go on:
SMILES | VLA-4 inh | MEX-5 binding | MCL1 BIM primary | CIT2 TOR yeast | BCLXL inh | AGP1 TOR yeast | GRK2 aptamer HTS | GLD-1 TGE inh | Fam108B inh
CCOC(=O)c1[nH]c(C)c(C(=O)N2CCc3c([nH]c4ccccc34)C2c2ccccn2)c1C (centres undefined) | 1 | -3.4 | -10 | 97 | 2 | 95 | 2 | -1 | 0
COC(=O)c1c(C)nn(-c2ccc(OC(F)(F)F)cc2)c1-c1snnc1C | -1 | 0.0 | 2 | 103 | 5 | 101 | 0 | 7 | 5
O=C(Nc1ccc(F)cc1)c1ccccc1CC[N+](=O)[O-] | 11 | 0.8 | 9 | 104 | 8 | 98 | 0 | 2 | -4
O=C(CSCc1cccc(F)c1)N1CCN(c2ccccc2)CC1 | -2 | nt | 7 | 90 | 7 | 95 | 0 | 12 | 1
CCCCNC(=O)c1onc(CSc2ccc(Cl)cc2)c1C(=O)O | 16 | -1.1 | 3 | 96 | -3 | 90 | 0 | 10 | 0
O=C(N/N=C/C(Br)=C\c1ccccc1)c1ccc2nc[nH]c2c1 | 0 | 3.2 | 1 | 97 | -4 | 91 | 0 | 1 | -10
Cc1cccc(C)c1NC(=O)CN(C)C(=O)COc1cccc2c1OC(C)(C)C2 | 0 | 0.1 | -24 | 109 | -6 | 113 | 0 | 3 | 1
O=C1NC2(CCCCCC2)C(=O)N1Cc1cccc([N+](=O)[O-])c1 | 8 | -0.8 | 1 | 93 | 6 | 97 | 1 | 1 | -3
O=C(Nc1ccc(F)cc1)NC1CCN(Cc2nnnn2Cc2ccco2)CC1 | 4 | -0.9 | 13 | 93 | 10 | 93 | 0 | 10 | 3
CCc1ccc(C(CNC(=O)c2ccc3c(=O)n(-c4ccccc4F)c(=S)[nH]c3c2)N(C)C)cc1 (centres undefined) | -4 | 0.0 | 9 | 102 | 8 | 94 | 0 | 4 | -1
O=C(O)c1ccc(NS(=O)(=O)c2cccc(C(=O)Nc3cccc(C(=O)O)c3)c2)cc1 | 1 | 0.5 | 1 | 99 | 4 | 100 | 5 | 4 | 0
NC(=O)COC(=O)c1ccccc1SCC(=O)NC1CCCCCCC1 | 26 | 0.3 | -1 | 97 | -6 | 106 | 2 | -4 | -2
O=C1N2CN(C(c3ccccc3)c3ccccc3)CN=C2SC1(CO)CO | 32 | 0.7 | 3 | 107 | 1 | 109 | 3 | 0 | -2
Cc1cccc(NC(=S)NC(=O)c2cc(-c3ccccc3)nc3ccccc23)c1 | 8 | -0.5 | 1 | 104 | 3 | 109 | 4 | 15 | -9
COc1ccc(CCN(Cc2cccs2)S(=O)(=O)c2ccc(-n3cnnn3)cc2)cc1OC | 2 | nt | 3 | 100 | 5 | 101 | 0 | 0 | -2
COc1cccc(NC(=O)CCNC(=O)C2CCN(S(=O)(=O)c3ccc(F)cc3)CC2)c1 | 3 | 1.9 | 1 | 98 | 5 | 104 | 3 | 7 | -1
Cc1cc(Nc2ccccc2)nc(N)n1 | -2 | 0.3 | -10 | 96 | -6 | 102 | 0 | 2 | 0
CCN(CC)CCCNC(=O)c1ccc2c(=O)n(Cc3ccc4c(c3)OCO4)c(=S)[nH]c2c1 | 14 | 3.3 | -7 | 118 | -12 | 112 | 0 | 0 | 0
O=c1cc(CN2CCc3ccccc32)nc2sccn12 | -2 | -3.0 | 11 | 90 | 18 | 106 | 0 | 11 | -5
O=C(CS(=O)(=O)c1ccc2ccccc2c1)Nc1ccccc1Cl | -6 | -1.1 | -7 | 96 | 2 | 98 | 4 | 2 | -2
O=C(Cn1nnc2ccccc21)OCC(=O)c1ccc(Cl)cc1 | 11 | 0.0 | 6 | 113 | 2 | 100 | 0 | 5 | 5
CCOc1cc(/C=N/N=C2/NC(=O)C(CC(=O)O)S2)ccc1OCc1ccccc1Cl (centres undefined) | -2 | 2.5 | 11 | 95 | 0 | 92 | 3 | -15 | -1
Cc1ccc(S(=O)(=O)/N=C2/NC(=O)/C(=C\c3ccco3)S2)cc1 | 10 | nt | 36 | 90 | 18 | nt | 2 | 10 | 1
CCCC(=O)Nc1ccccc1NC(=O)C1CCCCC1 | -21 | -0.4 | 0 | 84 | -1 | 101 | 2 | 9 | -1
CCOC(=O)CCc1c(C)c(C#N)c2nc3ccccc3n2c1-n1ccnc1 | 16 | -0.8 | 6 | 99 | 6 | 96 | 0 | -3 | 0

Carrying on:
SMILES | VLA-4 inh | MEX-5 binding | MCL1 BIM primary | CIT2 TOR yeast | BCLXL inh | AGP1 TOR yeast | GRK2 aptamer HTS | GLD-1 TGE inh | Fam108B inh
CC(=O)Nc1cccc(NC(=O)c2cccc(OCc3ccccc3)c2)c1 | 14 | -0.4 | 3 | 94 | 6 | 94 | 0 | -1 | -5
Cc1ccc(NC(=O)N2CCCCCC2)cc1C | -5 | -3.9 | -3 | 90 | -1 | 93 | 0 | -6 | 1
Cc1ccc2c(c1)c1nnc(SCC(=O)N3CCCc4ccccc43)nc1n2CC(=O)O | -3 | -2.5 | 4 | 97 | 14 | 104 | 0 | -1 | -5
O=S(=O)(CCn1cccc1)CCn1cccc1 | 0 | -1.8 | 4 | 97 | 3 | 99 | 1 | 3 | -2
Cc1ccccc1NC(=O)c1nn(-c2ccc(F)c(F)c2)ccc1=O | 14 | 2.6 | -6 | 85 | 4 | 97 | 5 | -2 | -2
O=C1NC[C@H](Cc2ccccc2)N(CC2CCCCC2)C1=O | 31 | -0.7 | -2 | 98 | 0 | 104 | 2 | 5 | 3
Cn1c(CN2CCN(CC#N)CC2)c(C#N)c2ccccc21 | 3 | 2.6 | 11 | 102 | 7 | 102 | 0 | 1 | 2
O=C(Nc1ccon1)Nc1cc(Cl)ccc1Cl | -4 | 0.0 | 3 | 108 | 3 | 100 | 0 | -2 | -1
N#C/C(=C\Nc1ccc(Cl)cn1)S(=O)(=O)c1ccccn1 | 6 | 1.4 | 7 | 93 | 4 | 102 | 1 | -10 | -1
CCCCNC(=O)[C@@H]1CSC2c3ccc(OC)c(OC)c3C(=O)N21 (some centres undefined) | 6 | -1.5 | 3 | 112 | 2 | 102 | 2 | 2 | 1
CCN(CC)S(=O)(=O)c1ccc(OC)c(NC(=S)Nc2ccc(C)c(C)c2)c1 | 17 | 0.4 | 6 | 95 | 6 | 98 | 4 | 9 | -6
CCn1c(SCC(=O)c2ccc(NC(C)=O)c(OC)c2)nnc1-c1ccc(NS(C)(=O)=O)cc1 | 32 | 3.4 | 3 | 97 | 3 | 100 | 1 | -4 | 2
CCN1C(=O)CS/C1=N\c1nccs1 | 31 | 1.7 | 4 | 100 | 2 | 105 | 1 | 2 | -3
CCOC(=O)CNC(=S)N(CCCN1CCCC1)Cc1cccs1 | 2 | -0.2 | 12 | 104 | -1 | 107 | 1 | 6 | -1
O=C(O)CCS(=O)(=O)c1nc(-c2cccs2)cc(C(F)(F)F)n1 | -6 | -1.6 | 3 | 101 | 3 | 102 | 0 | 9 | -1
CS(=O)(=O)c1ccc(C(=O)Nc2ccc(S(=O)(=O)N3CCCCC3)cc2)cc1 | -7 | 0.1 | -22 | 105 | -11 | 115 | 0 | -1 | -2
O=C(Cn1ncc2c3ccccc3n(Cc3ccccc3)c2c1=O)NCCCN1CCCC1 | 11 | -0.1 | -8 | 95 | 2 | 93 | 0 | -8 | 5
COc1cc(-c2ccc3oc(-c4ccsc4)c(C#CC4(O)CCCCC4)c3c2)cc(OC)c1OC | nt | 1.9 | -1 | nt | 1 | nt | nt | 7 | -20
